High-throughput results from PubChem BioAssay.
ASAP1 GAP inh: inhibitors of human ASAP1 ArfGAP activity | AID 624377 | Q9ULH1 | ASAP1-stimulated ARF1 GTP hydrolysis, GDP FP detection | inhibition, % at 16.5 µM | hit rate 0.19% among 360,000; in the data active = inhibition above about 25%;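 note: 0% = vehicle with enzyme and substrate and 100% = no enzyme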
GAA850 FXN act: increases GAA850 frataxin promoter reporter activity; activation, % at 6 µM; hit rate 0.56% among 360,000; HEK293 lucGAA850 FXN promoter luciferase reporter, 24 h; percent of 10 µM SAHA response;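 active = activation above the average of all compounds screened plus 3 SD, cutoff fixed separately per campaign, cut at about 7.5% in these data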;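 note: 0% = DMSO wells and 100% = 10 µM SAHA wells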
DDE Tn6 FP inh: DD(E)-Tn6 binding inhibition, primary FP screen | P02675 | Fibrin DD(E) TRITC-Tn6 fluorescence polarization displacement | inhibition, % at 8.3 µM | hit rate 0.21% among 370,000;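 active = inhibition above a per-campaign cutoff: mean of compounds within control limits plus 3 SD, cut at about 15% in these data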;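 note: 0% = median of all compound wells on the plate and 100% = blocking peptide control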
Target sequence (P02675 whole entry, looked up): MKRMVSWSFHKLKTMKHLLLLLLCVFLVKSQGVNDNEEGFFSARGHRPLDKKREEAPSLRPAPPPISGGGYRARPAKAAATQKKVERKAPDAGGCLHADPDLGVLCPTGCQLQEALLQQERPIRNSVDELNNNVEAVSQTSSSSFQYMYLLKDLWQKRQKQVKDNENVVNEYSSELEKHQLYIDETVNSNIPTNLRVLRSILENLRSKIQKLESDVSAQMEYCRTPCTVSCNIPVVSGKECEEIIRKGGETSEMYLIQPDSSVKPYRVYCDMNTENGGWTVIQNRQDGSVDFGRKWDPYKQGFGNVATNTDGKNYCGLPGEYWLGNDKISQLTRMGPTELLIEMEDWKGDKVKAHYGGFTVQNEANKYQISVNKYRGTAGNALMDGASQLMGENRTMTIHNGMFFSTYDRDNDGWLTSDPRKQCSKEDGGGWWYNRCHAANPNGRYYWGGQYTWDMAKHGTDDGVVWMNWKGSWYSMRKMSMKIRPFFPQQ
proKLK7 act: activates the human kallikrein-7 zymogen. purified proKLK7, EDANS-DABCYL substrate fluorescence; 100% is mature enzyme control, 0% vehicle. hit rate 0.9% among 370,000. AID 652039. activation, % at 7 µM;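 active = activation above the mean of all tested compounds plus 3 SD, computed per campaign excluding outliers beyond control limits, cut at about 13% in these data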
GC-B act: GC-B (human) receptor activation. P20594. HEK293-GC-B cells, CNP EC30, cGMP TR-FRET; 0% at EC30 CNP, 100% saturating CNP. activation, % at 10 µM. hit rate 0.11% among 370,000;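 active = activation at 10 µM reaching about 35% in either raw or pattern-adjusted values, limit read from the data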
ADAM10 inh: ADAM10 inhibition, QFRET primary screen | hit rate 0.62% among 370,000 | recombinant ADAM10, EDANS/DABCYL FRET peptide cleavage, 3 h | AID 720582 | inhibition, % at 7 µM;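 active = inhibition above a per-campaign cutoff equal to the mean of compounds falling between control-based bounds plus 3 SD, cut at about 20% in these data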;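 note: 0% = DMSO wells while the 100% control is not disclosed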
ARFGAP1 inhibitor: rat ARFGAP1 inhibition | Arfgap1-stimulated ARF1 GTP hydrolysis, GDP FP detection | inhibition, % at 16.5 µM | hit rate 0.26% among 360,000;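 active = inhibition above a per-plate limit, mean inhibition of low control wells plus 3 SD, cut at about 25% in these data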;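 note: 0% = DMSO wells with enzyme and 100% = wells lacking Arfgap1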
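Assay system: purified rat His6-Arfgap1 residues 1-136 (GAP domain); Reagent: human Δ17 ARF1 bound to GTP; Dosing: 16.5 µM single point, 1.26% DMSO; Times: GTP hydrolysis reaction 2 h at 25 °C; Signal: FP, GDP Alexa 633 tracer displaced from anti-GDP antibody, 620/688 nm; Measure: % inhibition from polarization.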
NPR1 activator: GC-A (human) enzyme activation. HEK293 GC-A cells, cGMP TR-FRET, EC30 ANP; 0% at EC30 ANP, 100% saturating ANP. P16066. hit rate 0.14% among 370,000. AID 1671463. activation, % at 10 µM; in the data active = activation above about 40%
rCAG binder: r(CAG) repeat RNA binding. inhibition, % at 3 µM. hit rate 1.3% among 370,000. AID 651821. TO-PRO-1 dye displacement fluorescence;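 active = inhibition above the plate cutoff, the mean of all test compounds on that plate plus 3 SD, cut at about 35% in these data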;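 note: 0% = DMSO alone and 100% = 100 µM mitoxantrone as full dye displacement; higher means more dye released from RNA so lower well fluorescence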
HGIII-sPLA2 inh: Blocks human group III sPLA2 activity; QFRET BODIPY PC-A2 liposome hydrolysis, fluorescence; Q9NZ20; inhibition, % at 12.2 µM; hit rate 0.56% among 370,000;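 active = inhibition above mean plus 3 SD of compounds lying within the high and low control bounds, cut at about 19% in these data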;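 note: 0% = median of test compound wells and 100% = no enzyme DMSO wells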
Target sequence (Q9NZ20 whole entry, looked up): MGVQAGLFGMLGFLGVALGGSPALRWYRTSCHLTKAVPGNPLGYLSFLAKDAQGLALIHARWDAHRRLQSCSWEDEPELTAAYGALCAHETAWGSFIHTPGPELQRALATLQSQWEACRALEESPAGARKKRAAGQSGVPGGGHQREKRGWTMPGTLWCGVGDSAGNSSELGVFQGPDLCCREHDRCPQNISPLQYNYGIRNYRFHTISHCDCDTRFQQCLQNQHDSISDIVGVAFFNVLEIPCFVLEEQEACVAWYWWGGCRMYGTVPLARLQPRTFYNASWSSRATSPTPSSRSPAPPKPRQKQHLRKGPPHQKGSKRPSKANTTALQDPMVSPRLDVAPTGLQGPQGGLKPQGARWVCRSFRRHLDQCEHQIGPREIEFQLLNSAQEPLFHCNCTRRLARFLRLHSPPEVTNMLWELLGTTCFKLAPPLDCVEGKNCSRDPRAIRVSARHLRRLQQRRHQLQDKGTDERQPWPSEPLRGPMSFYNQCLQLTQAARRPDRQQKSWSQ
Numbers without * were called inactive; i = inactive; x = not tested or not shown; & = joins results of further samples.

SMILES	ASAP1 GAP inh	GAA850 FXN act	DDE Tn6 FP inh	proKLK7 act	GC-B act	ADAM10 inh	ARFGAP1 inhibitor	NPR1 activator	rCAG binder	HGIII-sPLA2 inh
COc1ccc2[nH]c3c(c2c1)CC(C)NC3=O (configuration not stated)	5	-6.8	6	9.7	-2	i	-5	1	0	1
CC1(C)Cc2ccccc2C(=NC(Cc2c[nH]c3ccccc23)C(=O)O)N1 (configuration not stated)	-12	1.4	-2	-0.6	2	2	3	4	-2	-12
CSCC(=O)N1CCCC(CNC(=O)c2ccccc2Cl)C1 (configuration not stated)	-3	-1.4	-2	-0.5	2	-5	13	1	-2	3
Nc1c(C(=O)Nc2ccc(Br)cc2)sc2nc(N3CCOCC3)c3c(c12)CCCC3	0	0.4	5	-1.4	14	-62	2	16	9	-6
CCN=C1SC(CC(=O)Nc2ccccc2)C(=O)N1CC (configuration not stated)	-1&-11	-1.3&2.8	4&0	-0.9&0.6	1&5	10&5	-16&-10	5&0	-1&-5	-6&-8
CCOc1ccccc1NC(=O)c1ccccc1NC(=O)c1ccco1	-9	-0.8	3	-0.2	3	3	-10	-6	4	7
CC(C)C(NC(=O)c1ccc(Cl)cc1)C(=O)NCC1CCCO1 (configuration not stated)	-3	-0.3	-4	1.0	1	-12	1	7	-1	5
CCNC(=S)N/N=C/c1ccc(C#N)cc1	2	1.6	4	-0.3	20	-9	9	15	-2	6
COC(=O)CCN1CCC2CC1c1cc(-c3cccc(C)c3)ccc12 (configuration not stated)	-4	-2.1	11	0.1	3	-2	8	-2	1	-3
CC(C)c1ccc(OCC(=O)NC2CCCC2)cc1	13	0.4	-1	-0.3	1	-20	14	2	-6	3
C=CCc1ccc(OCCCCCN2CCOCC2)c(OC)c1	5	-0.2	4	-0.1	-6	0	1	1	-9	-2
COc1ccc(NS(=O)(=O)c2cc(NC(=O)c3ccc(=O)[nH]n3)ccc2N2CCOCC2)cc1	5	0.4	-4	-0.8	-2	-10	5	2	8	-33
O=C(Cn1nnc(-c2ccncc2)n1)Nc1ccc2c(c1)CCC2	8	-0.4	-3	-0.6	-2	-8	-10	1	13	-6
CC(C)OCCCNS(=O)(=O)c1ccc2c(c1)OCCO2	-4	-2.6	4	0.0	6	6	-6	1	-1	-2
CC1=C(C(=O)OCc2ccc(C)cc2)C(c2ccc(O)c([N+](=O)[O-])c2)NC(=O)N1 (configuration not stated)	8	1.1	-7	0.2	-2	-3	-5	-2	1	-1
Cc1cccc(C(=O)Nc2ccc(S(=O)(=O)N3CCOCC3)cc2C)c1	-8	-0.2	-4	0.0	4	-9	-6	-3	-4	4
Cc1cccc(NC(=O)c2ccc(Cl)c(S(=O)(=O)N3CCCCC3)c2)n1	-3	2.0	0	0.0	4	-5	-3	1	-1	2
COc1ccc(CN2CCN(Cc3cc4ccccc4o3)CC2CCO)c(F)c1 (configuration not stated)	5	1.7	5	0.5	2	-2	-9	7	-8	-9
COc1ccc(CNC(=O)[C@H](Cc2ccccc2)NC(=O)C2CCNCC2)cc1	8	0.6	0	-0.2	-1	0	-10	4	1	2
COc1ccccc1N(CC(=O)NCCc1ccccc1)C(=O)CCC(=O)Nc1cc(C)ccn1	3	1.6	2	-0.2	-3	-1	6	-4	-9	-3
Cc1ccc(S(=O)(=O)N(C)CCCC(=O)Nc2cccc3ccccc23)cc1	12	-1.1	-2	0.8	1	12	-2	0	1	-12
O=C(CCc1nc2ccccc2s1)OCC(=O)N1CCN(C(=O)c2ccco2)CC1	9	0.1	7	-0.1	-1	-8	-8	-5	4	1
CN1C/C(=C\c2ccc(N3CCOCC3)cc2)C(=O)/C(=C/c2ccc(N3CCOCC3)cc2)C1	6	6.8	-8	0.3	1	-1	-7	6	-8	-4
COc1ccc(OC)c(NC(=O)c2sc3nc(C)cc(C)c3c2N)c1	-11	2.8	0	-134	-9	-41	-6	2	4	0
CCOC(=O)c1ccc(NC(=O)CN2CCN(CCN=CC3=C(O)CC(C)(C)CC3=O)CC2)cc1	-6	-1.1	6	0.8	1	-7	-11	0	0	-3
CCN(CC)S(=O)(=O)c1ccc(N2CCOCC2)c(NS(=O)(=O)c2cc(C(C)(C)C)ccc2C)c1	-10	1.2	-2	0.0	5	36*	-16	1	12	-30
Cc1nc2cc(N3CCCCC3)c(NC(=O)c3ccncc3)cc2c(=O)n1Cc1ccccc1	6	1.1	0	-0.7	0	-8	14	4	-2	0
CC(=O)Nc1ccc(NC(=O)C2CCN(C(=O)c3cccs3)CC2)cc1	-1	0.4	-3	0.7	5	2	-9	-1	0	-2
Cc1ccc2cc(/C=N/NC(=O)c3ccccc3O)c(Cl)nc2c1	0	0.9	-1	0.5	-5	2	8	2	5	-1
CCN(C(=O)c1cc2ccccc2oc1=O)c1ccccc1	3	3.2	9	-0.3	-4	-6	-1	-3	0	-4
COC(=O)NCC(c1cccnc1)N1CCN(c2ccccc2OC)CC1 (configuration not stated)	-1	-1.6	3	-0.2	4	0	-8	1	3	2
O=c1c2cn(Cc3ccc(F)cc3)c3ccccc3c-2nn1Cc1ccc(F)cc1	8	-0.5	-11	-0.9	4	-5	-14	0	-3	3
CCN(CC)CCCn1c2c(c(SCC(=O)Nc3ccc(F)c(F)c3)nc1=O)CCC2	6	-0.4	2	-0.2	-1	3	0	3	-2	-9
CCCc1nc(N)c(C#N)c(-c2ccco2)c1CC	18	3.1	-4	0.5	6	-73	-1	1	0	2
CCOC(=O)[C@@]12CCCC=C1N(CCc1ccc(Cl)cc1)C(=O)[C@H]2CC(=O)NCC1CCCCC1	x	x	12	0.4	10	9	x	0	4	-20
CCN(CC)C(=O)c1ccc(-c2nnc(OC)c3ccccc23)cc1	5	-1.0	-4	0.4	2	-1	1	-9	-7	15
CCOC(=O)C(=NC1CCS(=O)(=O)C1)NNc1ccccc1Cl (configuration not stated)	-4	0.8	-4	-0.2	1	-3	3	-7	-3	11
O=c1c(Cl)c(NCc2ccco2)cnn1C12CC3CC(CC(C3)C1)C2	-15	4.6	7	-0.3	-5	-2	-8	0	-9	-4
O=c1[nH]c2c(cnn2-c2ccc(Cl)cc2)c(=O)n1-c1cccc(Cl)c1	13	0.7	-4	-0.2	0	-4	9	0	5	6
COc1ccc(CC2(CO)CCN(C(=O)NCc3ccccc3)CC2)cc1	-7	2.9	-3	-0.3	-1	3	-9	5	-6	-4
CCN(CC)CCn1c(NCc2ccc(C)o2)nc2ccccc21	-2	1.3	3	2.9	-5	-45	16	-3	-6	3
COC(=O)c1c(-c2ccco2)csc1NC(=O)C1CC=CCC1C(=O)O (configuration not stated)	-6	5.7	-3	0.1	-5	-5	0	2	23	0
COC(=O)c1sccc1NC(=O)COc1ccccc1Cl	0	7.9*	0	-0.2	-7	12	0	-1	2	-9
Cc1cccc(S(=O)(=O)C(C#N)c2nc3ccccc3nc2N2CCCC2)c1 (configuration not stated)	10	-3.6	2	-4.8	0	i	2	-1	13	1
CC(=Nc1ccccc1O)c1sc2ccccc2c1O	7	7.1	-1	1.0	-7	0	1	-3	4	-25
O=C(O)C1(Nc2ccccc2Cl)CCCC1	1	-1.4	10	0.0	-3	-13	6	0	4	15
Cc1c(Cl)cccc1NC(=O)c1cc(C2CC2)on1	-4	1.8	-5	0.0	-4	-4	5	0	1	4
O=C(Cn1nnc(-c2cccc(C(F)(F)F)c2)n1)N1CCOCC1	12	-0.6	-15	-0.8	1	-2	-5	1	0	-4
O=C(c1ccc(OC2CCN(CCc3ccccc3)CC2)cc1)N1CCC(CO)CC1	2	-1.1	-1	0.4	3	-7	-2	3	-6	0
Nc1ccc(NC(=O)c2cccs2)c(Cl)c1	-16	4.4	-1	-0.3	4	-1	8	-4	-1	22*
O=S(=O)(NCC(c1ccco1)N1CCN(c2ccc(F)cc2)CC1)c1ccc2c(c1)OCCO2 (configuration not stated)	-26	-1.1	10	-0.7	2	4	0	-8	-2	-8
CCn1c(CNS(=O)(=O)c2ccc(Br)cc2)n[nH]c1=S	-4	0.1	-2	1.1	0	-9	3	2	0	7
CCCCNC(=O)c1ccc(-n2c(=S)[nH]c3ccccc3c2=O)cc1	-10	0.1	-2	0.1	-3	-8	12	0	-3	5
O=C(O)C1CCCN(S(=O)(=O)c2cccc3cccnc23)C1 (configuration not stated)	-4	1.1	0	0.3	-1	-1	3	3	3	0
NS(=O)(=O)c1ccc(Nc2ccc3nonc3c2[N+](=O)[O-])cc1	-6	0.9	3	-0.8	-3	5	3	0	1	3
COc1ccc([C@H]2CC(=O)C=C(c3ccc(C(F)(F)F)c(C(F)(F)F)c3)C2)cc1OC	-3	-0.3	-6	-0.2	2	-6	-1	-4	0	-1
COC(=O)c1ccc(CSc2cc(C)c3cccc(C)c3n2)o1	5	-1.2	0	-0.2	3	3	-1	0	2	-4
CCOC(=O)C1=C(CN2CCSCC2)NC(=O)NC1c1ccc2c(c1)OCO2 (configuration not stated)	-2	2.1	2	0.2	-8	-3	-1	-9	-7	1
COc1cc(NS(=O)(=O)c2ccc(NC(=S)NC(=O)c3sc4ccccc4c3Cl)cc2)ncn1	22	0.1	5	-0.7	5	2	-6	2	14	-2
Cc1ccc(C(=O)N/C(=C\c2ccccc2)C(=O)OCc2ccccc2)cc1	8	2.0	-2	0.7	9	1	8	-2	-1	-4
Next part.
SMILES	ASAP1 GAP inh	GAA850 FXN act	DDE Tn6 FP inh	proKLK7 act	GC-B act	ADAM10 inh	ARFGAP1 inhibitor	NPR1 activator	rCAG binder	HGIII-sPLA2 inh
CCCCCC(/C=N/Nc1ccc(S(=O)(=O)N2CCOCC2)cc1[N+](=O)[O-])=C\c1ccccc1	-3	-1.5	7	0.6	2	-7	16	0	-2	5
CC(C)CN1C(=O)[C@@]2(CC(=O)N(C)C2c2ccccc2)c2cc(-n3cc(CN(C)C)nn3)ccc21 (some centres not stated)	x	x	-3	0.0	-2	-13	x	6	3	11
COCCN(C(=O)Cn1nnc2ccccc21)C(C(=O)NC1CCCC1)c1cc(OC)ccc1OC (configuration not stated)	4	-1.0	1	-0.3	-22	-9	-6	-14	-1	2
COc1cccc(OCC(=O)N(C)Cc2nc(-c3cccc(C)c3)no2)c1	3	0.6	2	-0.7	-5	1	1	0	-1	-9
CCN1C(=O)N(C(C)=O)[C@@H]2C[C@H](C(=O)N3CCCC3)[C@H](C)[C@H](c3ccccc3)C[C@@H]21	-11	x	-2	-0.5	10	-14	3	1	2	14
Cn1c(N)c(C(=O)CSc2nc3ccccc3c(=O)n2CCCN2CCOCC2)c(=O)n(C)c1=O	-1	1.7	-2	-0.5	6	-4	6	13	1	5
CN(C)CCNc1ccc(-c2nn(C)c(=O)c3ccccc23)cc1[N+](=O)[O-]	-13	2.2	10	-0.3	-5	-4	5	-3	-6	1
Cc1nccn1CC(=O)N/N=C/c1c[nH]c2ccccc12	-1	0.8	5	-0.7	-2	3	-1	-2	6	0
COC(=O)C(NC(C)=O)(Nc1nc2ccc(C)cc2s1)C(F)(F)F (configuration not stated)	-2	-0.7	-6	-0.3	1	2	0	0	-1	9
